Thrombin inh: blocks human thrombin protease activity; P00734; alpha-thrombin, Boc-VPR-AMC fluorogenic substrate cleavage; inhibition, % at 5 µM; 0.26% of 220,000 active; AID 1046;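 active = inhibition at or above 40%; inactive = inhibition below 40%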;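 also: 0% = enzyme with no compound and 100% = wells without enzyme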
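System: human alpha-thrombin protein; Compound dosing: one concentration per compound, 5 µM, with 0.2% DMSO; Timing: reaction at room temperature; Technique: AMC fluorescence, 355/460 nm; Controls: enzyme without compound as high, wells lacking enzyme as low.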
p97 inhibitor: inhibitors of human p97 ATPase. 0.42% of 220,000 active. recombinant p97 ATPase, Kinase-Glo ATP luminescence, 3 h. AID 1481. P55072. inhibition, % at 8 µM; in the data active = inhibition above about 15%;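 also: 0% = DMSO vehicle and 100% = wells lacking enzyme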
FXIa inh 1536: blocks human coagulation factor XIa protease activity; P03951; purified FXIa, Boc-Glu-Ala-Arg-AMC fluorogenic substrate; 0.14% of 220,000 active; inhibition, % at 5 µM;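 active = inhibition of at least 40%; inactive = inhibition below 40%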;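 also: fluorescence of freed AMC excited at 355 nm; 0% = enzyme without compound and 100% = no enzyme blank; many of its hits are not listed in these tables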
FXIIa inh 1536: blocks human coagulation factor XIIa protease activity; inhibition, % at 5 µM; purified FXIIa, Boc-QGR-AMC fluorogenic substrate, 2 h; P00748; AID 800; 0.3% of 220,000 active; in the data active = inhibition above about 40%;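 also: 0% = enzyme with no compound and 100% = blank without enzyme; many of its hits are not listed in these tables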
Wee1 stabilizer: human Wee1 degradation inhibition, primary screen; P30291; HeLa Luc-Wee1K328M stability, luciferase luminescence; 100% = proteasome inhibitor MG132 effect; reporter increase, % at 5 µM; 1.2% of 220,000 active; AID 1321;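 active = activation above the mean of all tested compounds plus 3 SD, set per screening run, cut at about 8.8% in these data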;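 also: cells exposed to compound for 20 h before luminescence read; 0% = DMSO alone and 100% = MG132 at 30 µM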
Target sequence (P30291 whole entry K328M): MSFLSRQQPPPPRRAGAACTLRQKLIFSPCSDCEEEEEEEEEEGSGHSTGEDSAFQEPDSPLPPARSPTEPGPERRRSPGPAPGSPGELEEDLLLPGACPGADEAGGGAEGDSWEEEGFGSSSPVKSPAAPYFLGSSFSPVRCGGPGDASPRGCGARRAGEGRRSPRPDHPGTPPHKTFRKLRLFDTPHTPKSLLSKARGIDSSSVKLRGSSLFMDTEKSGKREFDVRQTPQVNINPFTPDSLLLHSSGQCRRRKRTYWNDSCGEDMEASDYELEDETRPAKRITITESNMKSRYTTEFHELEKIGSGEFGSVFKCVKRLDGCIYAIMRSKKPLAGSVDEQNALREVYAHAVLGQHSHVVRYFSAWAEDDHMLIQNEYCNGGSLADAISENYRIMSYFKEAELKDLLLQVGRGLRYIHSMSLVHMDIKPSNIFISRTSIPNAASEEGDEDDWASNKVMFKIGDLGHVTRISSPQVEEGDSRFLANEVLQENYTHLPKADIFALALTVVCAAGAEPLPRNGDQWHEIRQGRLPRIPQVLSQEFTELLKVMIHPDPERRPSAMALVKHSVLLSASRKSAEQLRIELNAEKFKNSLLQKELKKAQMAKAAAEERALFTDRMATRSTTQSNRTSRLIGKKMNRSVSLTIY
KCC2 mod: modulators of human KCC2 chloride dependent transport | Q9H2X9 | KCC2 cells, thallium flux FluoZin-2 fluorescence | B-score of Tl+ flux slope (higher = more flux/activation; lower = inhibition) at 10 µM | 2.2% of 190,000 active;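 active = thallium flux slope and its plate-corrected score both differing from the plate sample mean at a set confidence after two filtering rounds, in either direction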;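 also: slope of fluorescence scaled to starting intensity during 10 to 20 s after thallium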
Furin inh: blocks human furin protease activity. P09958. purified furin, fluorogenic substrate cleavage. inhibition, % at 30 µM. 0.061% of 220,000 active. AID 463115; in the data active = inhibition above about 25%; also: inactives centre near -15
PERK inh: inhibitors of human PERK kinase | Q9NZJ5 | CHO PERK-DD fusion, SEAP luminescence translation reporter | inhibition, % at 5.6 µM | 0.17% of 220,000 active | AID 1416;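 active = inhibition above the mean inhibition of all tested compounds plus 3 SD, set separately per screening campaign, cut at about 2.9% in these data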;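 also: PERK kinase domain activated by AP20187 dimerizer at 100 nM; 0% = DMSO with dimerizer and 100% = rapamycin at 8.4 µM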
hK5 inh: kallikrein 5 (human) inhibition | recombinant hK5, fluorogenic AMC substrate cleavage | inhibition, % at 5 µM | Q9Y337 | 0.59% of 210,000 active;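 active = inhibition of 40% or more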;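 also: 0% = enzyme controls without compound and 100% = no-enzyme blanks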
Target sequence (Q9Y337 67-293 limits assumed): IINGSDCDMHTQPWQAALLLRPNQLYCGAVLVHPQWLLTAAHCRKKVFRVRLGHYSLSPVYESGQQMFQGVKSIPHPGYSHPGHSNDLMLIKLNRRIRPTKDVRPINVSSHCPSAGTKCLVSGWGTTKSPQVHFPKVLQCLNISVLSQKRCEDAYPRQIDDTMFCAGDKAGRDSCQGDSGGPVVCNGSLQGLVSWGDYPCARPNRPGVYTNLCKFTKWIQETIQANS
An asterisk follows results filed as active; · = no result given; [ ] = another dose, or the depositor's remark.

item	Thrombin inh	p97 inhibitor	FXIa inh 1536	FXIIa inh 1536	Wee1 stabilizer	KCC2 mod	Furin inh	PERK inh	hK5 inh	SMILES
1	-7	6	1	6	0	0.53	-24	0.7	-3	Cn1c(Cn2c(=O)sc3ccccc32)nnc1SCC(=O)NCC1CCCO1 (stereo unspecified)
2	2	·	0	6	·	-0.43	-17	·	-1	CC(=O)c1ccc([C@@H]2C[C@]34CN(Cc5cccc(C(F)(F)F)c5)S(=O)(=O)[C@H]3C[C@H]2O4)cc1
3	-16	-6	-5	8	0	-1.5	-13	-0.2	-9	O=C(CCCc1nc2ccccc2s1)N1CCN(c2ccccc2F)CC1
4	-1	-3	1	6	3	1.3	-15	0.9	-7	O=C(Nc1ccc(-c2nc3ccccc3s2)c(OC(=O)c2ccccc2)c1)c1ccccc1
5	44*	-5	9	-1	2	0.1	-20[20 µM]	-0.8	33	CCSc1nnc(NC(=O)c2ccco2)s1
6	4	-4	22	28	0	-0.11	-21	0.0	-3	O=C(Nc1ccccn1)c1ccc2ccccc2n1
7	-2	·	0	8	·	0.073	-27	·	0	COc1cc(NC(=O)c2cnc(N)o2)cc(C(=O)Nc2cccc(C(F)(F)F)c2)c1
8	13	3	-6	3	-1	0.04	-24	0.5	-4	Cc1nnc2sc(SCc3ccccc3Cl)nn2c1=O
9	-4	4	-4	8	1	-0.045	-18	1.1	8	N#CC1=C(N)SC(N)=C(C#N)C1C1CC=CCC1 (stereo unspecified)
10	-4	2	0	5	-1	·	-20	-0.1	16	Cn1cc(CN2CCN(c3cnccn3)CC2)c(-c2cccc(Cl)c2)n1
11	-5	-3	6	10	0	1.6	-4	-0.3	-5	CCOc1cc(C(=O)Nc2ccccc2F)cc(Br)c1OCC
12	-5	-3	-3	10	-1	-1.8	-7[20 µM]	2.0	2	O=C(OCCNC(=O)c1ccc2ccccc2n1)c1ccc(F)cc1
13	2	3	-3	10	-4	0.79	-27	0.9	-6	Cn1c(C(=O)N2CCCC(C(=O)NCCN3CCOCC3)C2)cc2sccc21 (stereo unspecified)
14	-13	-1	-4	5	0	-0.059	-16	0.8	3	N/C(=N\OC(=O)c1ccc([N+](=O)[O-])cc1)c1ccccn1
15	2	5	6	10	-1	-0.34	-25	1.1	-11	Cc1ccc(/C=N/NC(=O)Cc2cccn2C)s1
16	-7	-4	-1	0	3	-0.038	-24	0.0	-2	CCCCCCn1c(N2CCN(c3ccccc3)CC2)nc2c1c(=O)[nH]c(=O)n2C
17	-2	-5	5	8	-2	0.24	-17[20 µM]	-1.3	-13	CN1CCN(C(=O)c2cc3nc(-c4ccccc4)cc(-c4ccccc4)n3n2)CC1
18	-4	3	1	6	-1	-0.9	-16	1.6	-1	O=C(Oc1ccccc1)c1ccc2c(c1)C(=O)N(Cc1ccncc1)C2=O
19	-10	1	-4	18	0	-0.5	12[20 µM]	0.7	-10	C=CCOc1c(CNc2nccs2)cccc1OCC
20	-7	-1	3	12	-1	-1.5	-17[20 µM]	0.4	1	COc1ccc(CCNS(=O)(=O)c2cccc(C)c2)cc1OC
21	2	0	6	20	1	-0.19	-11[20 µM]	1.4	-6	Cc1ccc(Oc2ccc(Oc3ccc(C)cc3)nn2)cc1
22	0	8	7	9	1	0.75	-9[20 µM]	1.2	-1	Cc1ccc(Nc2cc(C)nc3nnnn23)cc1
23	-7	-2	-2	4	-1	-0.88	-1	0.2	-11	COc1ccc(-c2cc(C(F)(F)F)n3nc(C(=O)O)nc3n2)cc1
24	24	-2	5	27	-2	1.9	-12	-0.1	11	CC(=O)C1=C(C)N(Cc2ccccc2)C(=O)N[C@@H]1c1cccc(C(F)(F)F)c1
25	-1	·	3	9	·	15*	-34	·	-7	COc1cccc(C(=O)Nc2nnc(-c3ccc(F)cc3)o2)c1
26	-5	-2	-2	8	2	-0.059	-8	-0.4	-7	COCCn1c(C)cc(C(=O)COC(=O)c2ccc3c(c2)NC(=O)CS3)c1C
27	-4	-2	-5	-2	-4	0.61	-14	-0.1	-3	O=C(NCCCn1ccnc1)/C(=C\c1cccs1)NC(=O)c1cccs1
28	-4	-9	-1	17	-4	0.042	-5	-0.9	-3	O=C(NCc1ccco1)c1ccc(CS(=O)(=O)c2cccc(C(F)(F)F)c2)o1
29	2	1	9	22	1	0.19	-17[20 µM]	0.4	-7	Cc1cc(CN(C)C)c(O)c(C2(C)CCCCC2)c1
30	2	2	-2	8	1	-2.1	-12	0.2	-3	COc1ccc(NC(=O)N2CCC(c3nc4ccccc4[nH]3)CC2)cc1
31	1	-4	8	15	2	0.0017	-4[20 µM]	-1.0	2	CCC(=O)Nc1sc2c(c1C#N)CCCCC2
32	-9	2	-7	0	-1	-0.91	-24	-0.4	18	COc1ccccc1N(C(=O)c1ccco1)C(C(=O)NC1CCCC1)c1cccnc1 (stereo unspecified)
33	-5	6	-9	3	-2	·	-24	1.9	-30	O=C(CN1CCCCC1)N1CCN(C(=O)CN2CCCCC2)CC1
34	-4	3	3	14	1	·	-12	-0.6	2	COCCn1nnnc1C(c1cc2cccc(C)c2[nH]c1=O)N1CCN(c2ccccc2F)CC1 (stereo unspecified)
35	-11	1	9	17	2	-1.1	-8[20 µM]	-0.7	-14	COc1ccc(-n2c(C)c3c(OC)cccc(=O)c3c2C)cc1
36	-5	1	1	11	4	1.4	-6	-0.4	3	O=C(Nc1ccc([N+](=O)[O-])cc1)c1cncc(Br)c1
37	0	9	-5	4	-3	·	-17	-0.2	-4	c1ccc2c(c1)nnn2Cc1nnc2sc(-c3ccncc3)nn12
38	1	-1	-2	6	2	-0.024	-22[20 µM]	-0.8	-8	CCN(CC(=O)NC1CCCCCC1)S(=O)(=O)c1ccccc1
39	13	2	7	10	2	·	-8[20 µM]	0.1	-10	CC(C)n1c(SCC(=O)Nc2ccccc2N2CCOCC2)nc2c1c(=O)n(C)c(=O)n2C
40	4	-5	1	18	-1	-0.57	-5	0.3	5	Cc1[nH][nH]c(=O)c1N=Nc1ccccc1Cl
41	2	9	5	16	0	-0.54	-20[20 µM]	1.0	-3	N#CC1=C(N)S[C@@H](C(=O)c2ccc(F)cc2)[C@@H]1c1cccs1
42	-6	5	-2	7	-3	-0.075	-29	0.9	-1	O=C(Nc1ccccc1)NC(Cc1ccc(O)cc1)C(=O)O (stereo unspecified)
43	-5	5	-5	5	0	-0.001	-17	-0.1	-2	O=c1[nH][nH]cc1C=NCc1cccc(C(F)(F)F)c1
44	-6	1	-7	-4	6	0.061	-17	-0.7	-14	CCOC(=O)C1=C(C)NC(=O)NC1c1cn(-c2ccccc2)nc1-c1cccs1 (stereo unspecified)
45	1	5	5	3	-1	-0.022	-7	0.3	3	O=C(O)c1nccnc1C(=O)Nc1ccccc1-c1ccccc1
46	0	·	1	7	·	-0.036	-19	·	0	C[C@@H]1CC=C[C@H]2[C@H]1C(=O)N(Cc1ccccc1)[C@H]2c1ccc2ccccc2c1/C=C/c1ccccc1
47	3	3	8	16	3	-0.42	-2	1.1	-18	Cc1sc(NC(=O)Cc2ccc3c(c2)OCO3)nc1-c1ccc2c(c1)CCN2C(=O)c1ccc(F)cc1
48	-20	-1	-3	-7	-2	-0.61	-7[20 µM]	0.2	-4	CCOC(=O)Cc1csc(SCC(=O)Nc2cccc(Cl)c2)n1
49	4	5	7	21	-2	·	-21	1.9	-1	S=C(Nc1ccccc1Cl)Nc1ccc(Cl)cc1Cl
50	-3	1	0	8	-1	-0.076	-27	0.5	-20	COc1ccc(-c2csc(N3C(=O)C4C5c6ccccc6C(c6ccccc65)[C@@H]4C3=O)n2)cc1 (stereo partly specified)

Two records picked at random from the list so far, as already listed:
item	Thrombin inh	p97 inhibitor	FXIa inh 1536	FXIIa inh 1536	Wee1 stabilizer	KCC2 mod	Furin inh	PERK inh	hK5 inh	SMILES
46	0	·	1	7	·	-0.036	-19	·	0	C[C@@H]1CC=C[C@H]2[C@H]1C(=O)N(Cc1ccccc1)[C@H]2c1ccc2ccccc2c1/C=C/c1ccccc1
50	-3	1	0	8	-1	-0.076	-27	0.5	-20	COc1ccc(-c2csc(N3C(=O)C4C5c6ccccc6C(c6ccccc65)[C@@H]4C3=O)n2)cc1 (stereo partly specified)

One compound at a time (already shown). Screens in order: Thrombin inh	p97 inhibitor	FXIa inh 1536	FXIIa inh 1536	Wee1 stabilizer	KCC2 mod	Furin inh	PERK inh	hK5 inh
O=C(NCCCn1ccnc1)/C(=C\c1cccs1)NC(=O)c1cccs1 reads -4	-2	-5	-2	-4	0.61	-14	-0.1	-3
Cc1sc(NC(=O)Cc2ccc3c(c2)OCO3)nc1-c1ccc2c(c1)CCN2C(=O)c1ccc(F)cc1 reads 3	3	8	16	3	-0.42	-2	1.1	-18

Other results
item	Thrombin inh	p97 inhibitor	FXIa inh 1536	FXIIa inh 1536	Wee1 stabilizer	KCC2 mod	Furin inh	PERK inh	hK5 inh	SMILES
51	5	0	5	12	-2	-0.32	-21	0.9	-4	CCC(=O)Oc1c(C(=O)CC)cc2c(C)cc(=O)oc2c1C
52	1	0	-1	2	7	-0.053	-22	-0.4	-11	Cc1ccccc1C(=O)N1CCN=C1SCc1ccc([N+](=O)[O-])cc1
53	4	2	2	13	-1	·	-21[20 µM]	0.1	-4	CCCCCCCCCCSc1n[nH]c(NC(C)=O)n1
54	-2	-2	-3	5	1	-1.1	-19	0.4	-10	CC(C)CC1CC(C)(c2csc(NNC(=O)c3ccccc3)n2)OC1=O (stereo unspecified)
55	-6	6	-9	2	-2	·	-18	0.7	24	CC(=O)c1c(C)nc2ccc(Br)cc2c1C(=O)O
56	-1	-2	19	25	2	0.15	-22[20 µM]	1.1	-7	Nc1nc2ccc(O)cc2s1
57	-2	-2	2	6	-3	-0.43	-6[20 µM]	0.7	-5	Cc1ccc(/C=N/NC(=O)c2csc(C)c2)o1
58	0	-5	-4	4	-3	·	-27	-0.4	-7	Cc1ccc(-n2nc3c(c2NC(=O)CCC2CCCCC2)CS(=O)C3)cc1 (stereo unspecified)
59	-5	1	8	2	2	1.4	-17	0.2	1	CCCN(CCC)C(=O)CCS(=O)(=O)c1cccc2nsnc12
60	-4	0	0	7	-1	-0.54	-19	1.0	-12	Cc1ccc(SCC(=O)Nc2ccc(F)cc2[N+](=O)[O-])cc1C
61	-1	2	4	14	-1	·	-5	0.8	-14	CCn1c(N)nc2ccccc21
62	-5	9	3	9	-1	-1.5	-14	-0.3	-3	O=C(CSc1nc2ccccc2c(=O)n1-c1ccccc1)N1CCCc2ccccc21
63	-3	-1	-5	7	1	0.39	-15[20 µM]	-0.3	-8	COc1ccc2[nH]c(=O)c(CN(C(=O)c3cccnc3)c3ccccc3)cc2c1
64	-9	0	-4	0	4	1.1	-6	0.2	·	COCCNC(=O)c1cc(S(=O)(=O)N2CCOCC2)ccc1SCc1cccc(OC)c1OC
65	-4	-5	-1	12	-1	-0.51	-26	0.1	-3	C=CCOC(=O)COc1ccc2c(C)c(C)c(=O)oc2c1
